Compound activity as filed in PubChem.
Kir21 inh = blocks the mouse Kir2.1 inward-rectifier potassium channel; AID 1672; B-score at 10 µM; P35561; HEK293-Kir2.1, FluxOR thallium flux fluorescence; stronger effect = lower value; actives 0.85% (n = 310,000);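 active = fluorescence ratio B-score at or below minus 3 SD of library scores, with starting-brightness B-score within 2 SD, cut at about -4.2 in these data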;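 note: channel flux triggered by added potassium and thallium sulfate stimulus; B-score of peak minus minimum fluorescence over baseline after thallium stimulus; more negative B-score means stronger Kir2.1 block with less thallium influx; some compounds called inactive have numbers as strong as hits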
Target sequence (P35561 whole entry, looked up): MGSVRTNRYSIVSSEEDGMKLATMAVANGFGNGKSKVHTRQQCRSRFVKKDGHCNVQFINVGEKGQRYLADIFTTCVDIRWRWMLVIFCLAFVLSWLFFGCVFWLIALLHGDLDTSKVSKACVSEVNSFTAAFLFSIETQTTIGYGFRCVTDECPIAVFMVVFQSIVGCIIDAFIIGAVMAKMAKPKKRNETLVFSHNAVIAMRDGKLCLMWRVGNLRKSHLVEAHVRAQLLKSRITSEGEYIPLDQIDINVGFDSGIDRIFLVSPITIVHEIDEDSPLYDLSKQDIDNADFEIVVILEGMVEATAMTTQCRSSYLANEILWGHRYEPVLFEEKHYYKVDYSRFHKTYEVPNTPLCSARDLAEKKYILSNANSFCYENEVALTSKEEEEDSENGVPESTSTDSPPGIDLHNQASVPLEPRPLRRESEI
KCNQ2 inh = KCNQ2 channel blockers in CHO-K1 cells – cell-based, FluxOR thallium flux, B-score, primary screen (AID 2156). 20 min; stronger effect = lower value. B-score at 10 µM. actives 1.1% (n = 310,000). O88943;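 active = fluorescence ratio B-score at most minus 3 library SDs, with starting brightness B-score within 2 library SDs, cut at about -5.5 in these data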
CHT inh = inhibitors of human choline transporter CHT. CHT-expressing cells, membrane potential dye, choline response; stronger effect = lower value. actives 0.86% (n = 310,000). Q9GZV3. B-score at 10 µM;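 active = B-score over 3 SD under the library average, and starting fluorescence ratio not unusually high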;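 note: choline stimulus applied at its EC90 after an EC20 pre-addition; B-score computed on integrated fluorescence ratio after choline addition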
Target sequence (Q9GZV3 whole entry, looked up): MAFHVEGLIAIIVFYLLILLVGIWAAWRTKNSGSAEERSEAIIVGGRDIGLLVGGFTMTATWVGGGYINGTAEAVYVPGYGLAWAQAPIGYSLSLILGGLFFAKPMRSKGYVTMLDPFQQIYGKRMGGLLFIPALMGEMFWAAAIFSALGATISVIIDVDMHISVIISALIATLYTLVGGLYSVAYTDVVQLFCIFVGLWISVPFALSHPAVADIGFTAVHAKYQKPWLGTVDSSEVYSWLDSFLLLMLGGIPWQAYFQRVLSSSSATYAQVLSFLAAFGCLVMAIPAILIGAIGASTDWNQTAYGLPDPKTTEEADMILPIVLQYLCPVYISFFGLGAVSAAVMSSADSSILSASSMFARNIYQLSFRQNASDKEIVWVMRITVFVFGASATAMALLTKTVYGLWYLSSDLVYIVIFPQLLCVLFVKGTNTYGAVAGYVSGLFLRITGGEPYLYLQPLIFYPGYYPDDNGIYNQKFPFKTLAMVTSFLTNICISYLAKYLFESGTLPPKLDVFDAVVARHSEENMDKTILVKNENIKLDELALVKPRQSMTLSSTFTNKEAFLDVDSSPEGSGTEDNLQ
* hit, by the source's call; i = inactive; x = not tested or not shown. Compounds were not picked by outcome, and some 2.6% of all compounds hit somewhere here.

Sequence of screens: Kir21 inh | KCNQ2 inh | CHT inh
CCOC(=O)C(=CNc1ccc(N2CCOCC2)cc1)C(=O)OCC
  0.28 | i | i
CC(C(=O)N(C)C)N(C#N)c1nc(N(C)C)nc(N(C)C)n1 (configuration not stated)
  0.42 | i | i
O=C(CCC(=O)N1CCOc2ccc(Cl)cc21)N1CCN(c2ccccn2)CC1
  0.09 | i | i
CN(C)S(=O)(=O)c1ccc(Cl)c(NC(=O)COC(=O)c2cc(-c3ccccc3)nc3ccccc23)c1
  0.88 | i | i
O=C1N=c2ccccc2=C1c1sc(=S)n(NC(=O)c2ccccc2)c1O
  -0.91 | i | i
COC(=O)c1cnc2ccccc2n1
  2.09 | i | i
COCCNC(=O)Cn1nc(Cc2ccncc2)c2ccccc2c1=O
  -0.55 | i | i
CC(C)(C)NC(=O)C(Cc1ccccc1)N1C(=O)c2ccccc2C1=O (configuration not stated)
  -0.52 | i | i
Cc1ccc(NC(=O)CCSc2nnc(Cc3ccccc3)o2)cc1
  -0.04 | i | i
Cc1ccc(S(=O)(=O)NCc2ccncc2)cc1C
  0.55 | i | i
CNC(=O)CSc1nc(N)c2c3c(sc2n1)CCC3
  0.22 | i | i
Cc1ccc(S(=O)(=O)c2nc(-c3ccco3)oc2N2CCC(C)CC2)cc1
  -1.17 | i | i
Cc1ccc2nc(-c3ccccc3)c(NC(=O)c3ccco3)n2c1
  -0.05 | i | i
COc1cc(/C=C2\SC(c3ccccc3)=NC2=O)cc(Cl)c1O
  1.98 | i | x
O=C(CCc1ccccc1)Nc1ccc(NC(=O)C2CC2)nc1
  1.32 | i | i
COc1ccc(C)cc1NC(=O)CCNC(=O)Cn1ccc2ccccc2c1=O
  0.86 | i | i
Oc1ccc(Cl)cc1/C=C/c1ccc2cccc(O)c2n1
  0.36 | i | x
Cc1cccc(N/C(N)=N/c2nc(CSc3ccc(Cl)cc3)cc(=O)[nH]2)c1
  -0.58 | i | i
CC[C@H]1OC(=O)C[C@@H](O)[C@H](C)[C@@H](O[C@@H]2O[C@H](C)C[C@H](N(C)C)[C@H]2O)[C@@H](CC=O)C[C@@H](C)C(=O)C=C[C@]2(C)O[C@H]2[C@@H]1C
  2.05 | i | i
Cc1cc(NC(=O)COC(=O)CCS(=O)(=O)c2cc(Cl)ccc2Cl)no1
  0.5 | i | i

A different layout for some results above:
Compound | Kir21 inh | KCNQ2 inh | CHT inh
CNC(=O)CSc1nc(N)c2c3c(sc2n1)CCC3 | 0.22 | i | i
Cc1ccc(S(=O)(=O)c2nc(-c3ccco3)oc2N2CCC(C)CC2)cc1 | -1.17 | i | i

Shown with tabs: entries from further up.
Structure	Kir21 inh	KCNQ2 inh	CHT inh
COc1cc(/C=C2\SC(c3ccccc3)=NC2=O)cc(Cl)c1O	1.98	i	x
O=C(CCc1ccccc1)Nc1ccc(NC(=O)C2CC2)nc1	1.32	i	i
COc1ccc(C)cc1NC(=O)CCNC(=O)Cn1ccc2ccccc2c1=O	0.86	i	i

Next records:
Sequence of screens: Kir21 inh | KCNQ2 inh | CHT inh
O=C(Cc1c(F)cccc1Cl)Nc1ccc(S(=O)(=O)Nc2nccs2)cc1
  1.95 | i | i
O=C(Nc1nnc(-c2ccco2)o1)c1ccc(S(=O)(=O)N2CCOCC2)cc1
  0.74 | i | i
O=C(CCN1CCN(c2ccccc2)CC1)NNC(=O)c1cccc2ccccc12
  -0.35 | i | i
Cc1ccsc1/C=C1\SC(=S)N(CC2CCCO2)C1=O (configuration not stated)
  0.59 | i | i
CC(=O)c1cccc(NC(=O)CNC(=O)c2sc3ccccc3c2Cl)c1
  -1.62 | i | i
Cc1ccnc(N(C(=O)Nc2ccccc2)C2=NCC(C)(C)S2)c1
  -0.17 | i | i
CC(C)CNS(=O)(=O)c1ccc(CCC(=O)Nc2ccc3c(c2)OCCO3)cc1
  1.17 | i | i
COc1ccc(CNC(=O)C/C(C)=N/NC(=O)COc2ccccc2)cc1
  -0.29 | i | i
COc1ccc(-c2nnc(NC(=O)c3ccccc3[N+](=O)[O-])s2)c(OC)c1
  0.31 | i | i
O=S(=O)(NC1=NCCC1)c1ccc(F)cc1
  -0.95 | i | i
COc1ccc(S(=O)(=O)N(C)CC(=O)Nc2cccc(C(C)=O)c2)cc1C
  -0.46 | i | i
NNC(=O)CSc1c(-c2ccccc2)c2cc(Cl)ccc2[nH]c1=O
  0.83 | i | i
CC(C(=O)NN)c1ccc([N+](=O)[O-])cc1 (configuration not stated)
  -1 | i | i
S=c1[nH]nc(COc2ccccc2)n1/N=C/c1ccc(Cl)c(Cl)c1
  -1.34 | i | i
COc1ccc(S(=O)(=O)NCC(=O)N(CC(=O)NC(C)(C)C)Cc2cccs2)cc1
  -0.34 | i | i
CC(NS(=O)(=O)c1cccc(S(=O)(=O)c2ccccc2)c1)C(=O)O (configuration not stated)
  0.34 | i | i
Cn1c(=O)c2c(n(C)c1=O)=NC1(CCCCC1)N=2
  2.27 | i | i
O=C(COc1ccc([N+](=O)[O-])cc1)N1CCc2ccccc2C1
  0.63 | i | i
Cc1ccc(N(CC(=O)NCc2ccco2)C(=O)CCC(=O)Nc2nccs2)cc1C
  0.02 | i | i
CC1(C)C=C2[C@H]3CC[C@@H]4[C@@]5(C)CCC(=O)C(C)(C)[C@@H]5CC[C@@]4(C)[C@]3(C)CC[C@@]2(C(=O)O)CC1
  -0.26 | i | i
CC(NC(=O)c1cccs1)c1n[nH]c(=S)n1C (configuration not stated)
  -0.58 | i | i
COc1ccc(C2=NS(=O)(=O)N(C)C(C(=O)NC3CCCC3)=C2)cc1OC
  1.06 | i | i
COC(C(=O)Nc1ccnn1C1CCN(Cc2ccc(C)o2)CC1)c1ccccc1 (configuration not stated)
  -0.08 | i | i
Cc1nc(SCC(=O)NC(=O)NC(C)(C)C)nc(C)c1C
  -1.71 | i | i
CCc1nc(C#N)c(N2CCCCC2)o1
  0.05 | i | i
C=CCCCCCCCCC(=O)NN
  0.03 | i | i
Cc1cc(C)n2nc(C)c(Br)c2n1
  -0.83 | i | i
CCSc1nnc2n1C(C)(C)Cc1ccccc1-2
  -1.24 | i | -5.02*
O=C(CSc1cn[nH]n1)Nc1ccc(O)c(C(=O)O)c1
  -1.84 | i | i
FC(F)(F)Oc1ccc(-c2cn3cccnc3n2)cc1
  -0.72 | i | i
COc1ccc(C(=O)NCCC2=CCCCC2)cc1OC
  -1.63 | i | i
COc1ccc(-c2noc(C3CCCN(C(=O)c4cccs4)C3)n2)cc1 (configuration not stated)
  -0.59 | i | i
CCOC(=O)CSc1nc2c(c(=O)[nH]c(=O)n2C)n1CCCc1ccccc1
  1.38 | i | i
CCOC(=O)c1ccc(N2C(=O)CC(Sc3ncccn3)C2=O)cc1 (configuration not stated)
  -0.39 | i | i
COc1ccc(NC(=O)[C@H](C)NC(N)=O)cc1S(=O)(=O)Nc1cc(C)ccc1Br
  -0.16 | i | i
CC(=O)Nc1cc[n+](C(C)C(=O)c2ccccc2)cc1 (configuration not stated)
  0.19 | i | i
N#CCC(=O)N/N=C/c1ccc(Sc2nc3ccccc3s2)o1
  1.59 | i | i
O=C(CN(Cc1ccco1)S(=O)(=O)c1ccccc1)N/N=C/c1ccccc1C(=O)O
  1.6 | i | i
O=C(CC1Sc2ccccc2NC1=O)Nc1cccnc1 (configuration not stated)
  -0.01 | i | i
COc1ccc(CN2CCCCC2C(=O)Nc2ccc(OC)c(OC)c2)cc1OC (configuration not stated)
  1.57 | i | i
CC(NS(=O)(=O)c1ccc(OCC(=O)N2CCOCC2)cc1)c1ccccc1 (configuration not stated)
  -0.44 | i | i
O=C(c1ccc(Cn2c(=S)[nH]c3cc4c(cc3c2=O)OCO4)cc1)N1CCN(c2ncccn2)CC1
  -1.36 | i | i
Cc1ccc(S(=O)(=O)N2CCC(C(=O)OC3CCOC3=O)CC2)cc1C (configuration not stated)
  0.18 | i | i
Cc1ccc2ncnc(-c3ccccc3)c2c1
  0.34 | i | i
CC(C)(C)CN1CCNC(=O)C1CC(=O)NC1Cc2ccccc2C1 (configuration not stated)
  0.2 | i | i
O=C(CSc1n[nH]c(=O)n1C1CC1)Nc1ccc(Cl)c(Cl)c1
  0.45 | i | i
Cc1ccc2ccccc2c1Cn1c(-n2ccnc2)nc2c1c(=O)n(C)c(=O)n2C
  2.27 | i | i
COC(=O)c1ccc(CSc2nc3ccc(Cl)cc3[nH]2)o1
  0.47 | i | i
O=S(=O)(c1ccc(NCc2ccccc2)cc1)N1CCOCC1
  -1.03 | i | i
O=C(O)COc1ccc(-c2nccc(-c3ccccn3)n2)cc1
  -1.18 | i | i

Next part.
Sequence of screens: Kir21 inh | KCNQ2 inh | CHT inh
Cc1ccc(S(=O)(=O)/N=C(/Nc2ccc3[nH]c(=O)[nH]c3c2)c2ccc(F)cc2)cc1
  -1.21 | i | i
O=c1cc(N2CCCCC2)c(-c2ccccc2)nn1Cc1c(Cl)cccc1Cl
  -0.08 | i | i
CCOc1cc(O)c(-c2[nH]ncc2-c2nc(C)cs2)cc1CC
  0.23 | i | i
N=C1C(c2nc3ccccc3s2)=C(O)CN1Cc1ccccc1
  0.02 | i | i
O=C(C1CCCO1)N1CCN(C(=S)Nc2ccccc2C(F)(F)F)CC1 (configuration not stated)
  -0.03 | i | i
O=C(NC1CCCCC1)N1CCN(c2ccccc2Cl)CC1
  0.66 | i | i
CN(Cc1ccccc1)S(=O)(=O)c1ccc(OCC(=O)N2CCC(C(N)=O)CC2)cc1
  3 | i | i
COc1ccccc1NC(=S)NCc1ccc(F)cc1
  1.33 | i | i
COc1ccc2c(c1)c(/C=C/c1cc[n+](C)cc1)cn2C
  -7.63 | i | i
Cc1c(O)c(CN2CCCC2)cc2c3c(c(=O)oc12)CCC3
  -0.04 | i | i
Cc1cc(=O)n2nc(N3CCC(C(=O)NCc4ccco4)CC3)sc2n1
  2.08 | i | i
CCOC(=O)N/N=C\c1ccc([N+](=O)[O-])s1
  -0.12 | i | i
Cc1csc(N(C)C(=O)CSc2nnc(COc3cccc4ccccc34)o2)n1
  1.7 | i | i
CC/C(=N\Nc1ccc([N+](=O)[O-])cc1)c1ccccc1
  2.76 | i | i
CC(=O)n1c(-c2ccccc2)c(CO)c2ccccc21
  -0.5 | i | i
CCN(CC)CCNC(=O)c1[nH]c2ccc(OCc3ccccc3)cc2c1C
  -4.63 | i | i
CCC(C(=O)NC(C)CCc1ccccc1)n1nc(C)n2c(cc3occc32)c1=O (configuration not stated)
  -0.73 | i | -11.3*
O/C(=C\c1nc2ccccc2nc1/C=C(\O)c1ccccc1)c1ccccc1
  -0.39 | i | i
C=CCn1c2ccccc2c2nnc(SCC(=O)Nc3cc(C)on3)nc21
  -0.23 | i | i
COc1ccc([N+](=O)[O-])cc1NC(=O)C(C)OC(=O)C1c2ccccc2Oc2ccccc21 (configuration not stated)
  0.79 | i | i
COc1ccc(S(=O)(=O)N2CCOC23CCN(C(=O)c2ccc(Cl)cc2Cl)CC3)cc1
  -0.52 | i | i
Cc1cccc(N2CCN(C(=O)c3ccc4nc(-c5ccco5)c(-c5ccco5)nc4c3)CC2C)c1 (configuration not stated)
  0.21 | i | i
N#Cc1ccc(Oc2nc(Nc3ccc(F)cc3)nc(N3CCCC3)n2)cc1
  0.45 | i | i
O=C(N/N=C/c1c[nH]c2ccccc12)c1ccc2c(c1)OCCO2
  -0.66 | i | i
CCCCN1Cc2c(nc3cc(-c4ccccc4)[nH]n3c2=O)C1=O
  0.45 | i | i
Cc1ccc(NC(=O)COc2ccccc2)cc1S(=O)(=O)N1CCCCCC1
  -1.81 | i | i
C=CCSc1nc2c(c(=N)n1CC=C)C1CCCC1S2 (configuration not stated)
  -0.31 | i | i
Cc1cc(C)n(-c2nnc(C)n2/N=C/c2ccccc2OCc2ccccc2Cl)n1
  -0.59 | i | i
Cc1ccc(OCC(=O)Nc2ccon2)c([N+](=O)[O-])c1
  1.06 | i | i
O=C(OCC(=O)N1CCN(C(=O)c2ccco2)CC1)c1ccccc1OCc1ccccc1
  0.5 | i | i
COc1cc(C(C)=O)ccc1OCC(O)Cn1nc(C)c(Br)c1C (configuration not stated)
  0.37 | i | i
COc1cccc(CNC(=O)CCCN2C(=O)C(c3ccccc3)Oc3cccnc32)c1OC (configuration not stated)
  2.91 | i | i
O=C(CN1C(=O)NC2(CCCc3ccccc32)C1=O)Nc1cccc(S(=O)(=O)N2CCCCC2)c1 (configuration not stated)
  1.5 | i | i
Cc1cccc(NC(=O)c2cc(C)nc3ccccc23)c1
  -1.34 | i | i
O=C1COCCOCCOCC(=O)NCCN1
  -0.1 | i | i
COC(=O)[C@H](CCSC)NC(=O)Nc1ccc(OC)c(Cl)c1
  0.77 | i | i
COc1ccc(-c2cc3ccccc3oc2=O)cc1NC(=O)c1ccc([N+](=O)[O-])o1
  -0.52 | i | i
S=C(NCCc1cnc[nH]1)NC1CCCC1
  0.81 | i | i
COc1ccc(-c2c(C)c3ccc(OCC(C)=O)cc3oc2=O)cc1
  -0.72 | i | i
CC(OC(=O)c1cccc(-n2cnnn2)c1)C(=O)Nc1ccc(F)cc1 (configuration not stated)
  0.56 | i | i
O=C(NCc1ccccc1Cl)C1CCCN1C(=O)NCc1ccccc1 (configuration not stated)
  0.85 | i | i
